DT40 TDP1 no CPT: qHTS for Inhibitors of human tyrosyl-DNA phosphodiesterase 1 (TDP1): qHTS in cells in absence of CPT. Potency, µM (titrated, usually from 46.2 µM), for inactives: at the top dose activity change, negative = growth inhibition, usual class: inhibitors. DT40 Tdp1-/- hTDP1 cells, no CPT, ATP luminescence, 48 h. 420,000 tested, 15% active; further: nearly all actives have a fitted effect of over 55% in size
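Stably hTDP1-transfected Tdp1-null chicken DT40 cells were treated with library compounds minus camptothecin and grown for at least 48 hr at 37 °C, after which cellular ATP was quantified by luminescence.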
N370S GC mod: qHTS Assay for Inhibitors and Activators of N370S glucocerebrosidase as a Potential Chaperone Treatment of Gaucher Disease; Lysosomal acid glucosylceramidase (Homo sapiens), P04062; N370S GC spleen homogenate, 4MU-glucoside fluorescence; Potency, µM (top dose mostly 59.4 µM), without a hit: at the highest dose activity change, negative = inhibition, most hits filed as inhibitors; 330,000 tested, 0.092% active;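 further: 0% = full enzyme activity and -100% = no enzyme basal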
TDP1 block: qHTS Assay for Inhibitors of Tyrosyl-DNA Phosphodiesterase (TDP1) | Potency, µM (series often up to 130 µM), for inactives: at the top dose activity change, negative = inhibition, most hits filed as inhibitors | Tyrosyl-DNA phosphodiesterase 1 (Homo sapiens), Q9NUW8 | 350,000 tested, 0.28% active | recombinant TDP1, AlphaScreen DNA substrate cleavage; further: nearly all actives have a fitted effect of over 40% in size
Target sequence (Q9NUW8 whole entry, looked up): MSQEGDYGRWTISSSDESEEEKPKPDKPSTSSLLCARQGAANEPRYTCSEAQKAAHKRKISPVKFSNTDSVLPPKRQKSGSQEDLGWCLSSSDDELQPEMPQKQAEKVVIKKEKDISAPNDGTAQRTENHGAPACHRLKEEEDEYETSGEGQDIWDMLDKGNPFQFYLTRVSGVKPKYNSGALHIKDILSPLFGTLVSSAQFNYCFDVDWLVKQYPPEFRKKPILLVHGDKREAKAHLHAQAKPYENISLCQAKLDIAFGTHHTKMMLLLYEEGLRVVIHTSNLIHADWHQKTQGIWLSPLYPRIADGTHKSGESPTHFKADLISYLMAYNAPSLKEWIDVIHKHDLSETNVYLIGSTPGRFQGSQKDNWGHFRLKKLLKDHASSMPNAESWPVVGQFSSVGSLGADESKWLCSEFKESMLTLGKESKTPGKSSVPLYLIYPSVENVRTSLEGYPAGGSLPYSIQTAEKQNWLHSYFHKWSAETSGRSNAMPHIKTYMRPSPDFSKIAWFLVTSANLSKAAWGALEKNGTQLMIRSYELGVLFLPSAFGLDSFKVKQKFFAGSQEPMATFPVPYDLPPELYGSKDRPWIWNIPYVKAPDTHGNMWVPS
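Recombinant human Tdp1 (E. coli-expressed, 1 nM final) preincubated with compounds 15 min at room temperature, then 5'-biotin/3'-phosphotyrosine-FITC DNA substrate (15 nM final) added for 5 min. AlphaScreen beads (10 ug/ml final) added 10 min; cleavage lowers signal.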
Numbers without * were called inactive; ? = inconclusive; . = no result given; & = joins results of further samples; [ ] = remark or other dose. The call rests on the fitted dose curve; in most records, active means well fitted curve in the direction sought with a large enough effect; inconclusive means small, poorly fitted or top-dose-only effect, or another doubt; inactive means no such curve, though single readings can be large; an effect the other way counts as inactive or inconclusive. Unless noted, on the % scale 0 is the no-effect control and ±100 the full control effect; potency means the concentration at half of the fitted maximal effect. These rows are one share of the data (hit frequency here may not be typical).

SMILES	DT40 TDP1 no CPT	N370S GC mod	TDP1 block
COc1ccc(-c2nnc(SCC(=O)NC3CCCCC3)o2)cc1	?	-3%	.
Cc1ccc2cc(CN(CC3CCCO3)C(=S)Nc3ccccc3)c(=O)[nH]c2c1 (stereo not given)	15µM*	27%	4%
CC(C)OC(=O)CSc1nc2ncccc2[nH]1	2%	4%	3%
Cc1ccc(-c2nc(C(=O)O)cs2)cc1	6%	-3%	0%
Cc1ccc(Nc2nnc(SCC(=O)Nc3ccccc3[N+](=O)[O-])s2)cc1	?	4%	0%
CC(=O)c1ccc(OC(C)C)c(Cc2c(O)nc(N)[nH]c2=O)c1	-19%	3%	0%
Cc1[nH]n(-c2ccccc2)c(=O)c1-c1ccc(Cl)cc1	?	-17%	8%
COc1cc(CNCc2ccc(OC)c(OC)c2OC)cc(OC)c1	21µM*	-14%	-8%
CCOC(=O)c1c(NC(=O)/C=C/C(=O)O)sc(C)c1-c1ccc(C(C)(C)C)cc1	21µM*	-5%	10%
O=C1c2ccccc2NC(c2ccncc2)N1c1ccccn1 (stereo not given)	-5%	1%	-2%
C#Cc1ccc(CN2CCCC(C(=O)Nc3ccccc3Oc3cccnc3)C2)cc1 (stereo not given)	?	1%	6%
CCOC(=O)c1c(NC(=O)c2ccco2)sc(C(=O)N2CCCC2)c1C	?	-3%	-2%
C/C(=N\Nc1ccc([N+](=O)[O-])cc1)c1ccc(O)cc1	?	-12%	5%
CCOC(=O)c1sc(=S)n(-c2ccccc2Cl)c1SC	?	-7%	3%
CCc1ccc(NC(=O)CSc2nc(=O)n3cc(C)ccc3n2)cc1	?	4%	.
CCn1cc(C(=O)O)c(=O)c2cc(F)c(N3CCN(C(=S)NC(=O)c4ccc(F)cc4)CC3)cc21	?	4%	.
O=C(O)C1CCN(C(=O)c2cccc3ccccc23)CC1	-6%	-8%	8%
COc1ccc2oc(C(=O)OCC(=O)N(Cc3ccccc3)C(C)C)c(C)c2c1	-29%	-2%	.
CC1=C(C(=O)Nc2ccc(C)cc2C)C(c2ccccc2F)n2nc(SCC(=O)c3ccc(C)cc3)nc2N1 (stereo not given)	15µM*	.	-1%
CCC(NC(=O)NCc1ccccc1)(C(F)(F)F)C(F)(F)F	-7%	28%	5%
COCCn1c(=NC(=O)CSC(C)=O)sc2cc(F)ccc21	23µM*	20%	3%
O=C(CCc1nc2ccccc2c(=O)[nH]1)Nc1nc(-c2cccs2)cs1	?	-11%	.
CCCCN(C(=O)CCNC(=O)NC12CC3CC(CC(C3)C1)C2)c1c(N)n(CCC)c(=O)[nH]c1=O	-3%	1%	.
Cc1sc(NC(=O)CSc2nnc(-c3ccccc3)o2)c(C#N)c1C	-21%	11%	1%
CCOC(=O)c1cnc2ccc(C(=O)OC)cc2c1Nc1ccc(C(=O)O)cc1	-8%	3%	4%
COc1ccccc1CCNC(=O)c1ccccc1SCC(=O)N1CCCC1	-12%	.	1%
COc1ccc(NC(=O)N(C)C[C@H]2Oc3c(NC(=O)NC4CCCCC4)cccc3C(=O)N([C@H](C)CO)C[C@@H]2C)cc1	?	.	3%
Cc1ccc2c(c1)N(S(=O)(=O)c1ccc3c(c1)NC(=O)CC(=O)N3)CCO2	?	?	1%
COc1ccc(OC)c(-n2cc3c(=O)n(C)c(=O)n(C)c3c2)c1	15µM*	-4%	5%
Cn1c(COc2cccc3cccnc23)nnc1SCC(=O)O	?	1%	5%

Just TDP1 block and DT40 TDP1 no CPT, for 2 of the compounds above:
structure,TDP1 block,DT40 TDP1 no CPT
COc1ccc(NC(=O)N(C)C[C@H]2Oc3c(NC(=O)NC4CCCCC4)cccc3C(=O)N([C@H](C)CO)C[C@@H]2C)cc1,3%,?
Cc1ccc2c(c1)N(S(=O)(=O)c1ccc3c(c1)NC(=O)CC(=O)N3)CCO2,1%,?

Record cards, from the list above.
Results for COc1ccc2oc(C(=O)OCC(=O)N(Cc3ccccc3)C(C)C)c(C)c2c1 : DT40 TDP1 no CPT = -29%; N370S GC mod = -2%; TDP1 block = .
Results for COc1ccc(NC(=O)N(C)C[C@H]2Oc3c(NC(=O)NC4CCCCC4)cccc3C(=O)N([C@H](C)CO)C[C@@H]2C)cc1 : DT40 TDP1 no CPT = ?; N370S GC mod = .; TDP1 block = 3%

Other compounds follow.
SMILES	DT40 TDP1 no CPT	N370S GC mod	TDP1 block
CC(=O)O/N=C(\N)c1ccc(-c2csnn2)cc1	-5%	5%	0%
CC(C)c1cc2c(c(O)c1O)[C@@]13CCCC(C)(C)C1CC2OC3=O (stereo not given in full)	8.2µM*	-4%	.
O=C(CC1SC(=Nc2ccc3c(c2)OCCO3)NC1=O)Nc1ccc(F)cc1F (stereo not given)	?	-3%	-3%
COc1ccc(OC)c(CN2CCCC(CCC(=O)N(C)CCc3ccccn3)C2)c1 (stereo not given)	-2%	5%	.
COCCn1c(=O)[nH]c2cc(C(=O)NCCc3ccc(OC)c(OC)c3)ccc2c1=O	-14%	2%	2%
CCNC(=O)C(=O)NCC1OCCCN1S(=O)(=O)c1ccc(F)cc1C (stereo not given)	-5%	-16%	2%
COc1ccc2oc(C)c(C(=O)Cn3ccnc3)c2c1	6%	-1%	-2%
CCOC(=O)C1CCCCN1Cc1ccc(OC)c(OC)c1 (stereo not given)	?	-3%	-14%
O=C(Nc1cccc(NC(=O)c2cncc(Br)c2)c1)c1cncc(Br)c1	4.6µM*	-1%	.
O=C(Nc1ccc(Br)cc1Cl)N1CCOCC1	8%	-3%	-5%
CC1=C(C)CC(C(=O)N2CCN(C/C=C/c3ccccc3)CC2)C(C(=O)O)C1 (stereo not given)	0%	2%	-6%
O=S(=O)(Cc1ccccc1)N1CCCC(c2nc(-c3ccc(F)cc3)no2)C1 (stereo not given)	18µM*	18%	-8%
O=C1c2ccccc2NC(c2ccco2)N1O (stereo not given)	0%	-1%	11%
CC12CCC3c4ccc(O)cc4CCC3C1CCC2=O (stereo not given)	0%&-24%	-3%&-6%	12%[56.1 µM]
CCOC(=O)CCNC(=O)N1CCCC(N(C)CCc2ccc(OC)c(OC)c2)C1 (stereo not given)	6%	3%	.
O=C(N/N=C/c1ccc2c(c1)OCO2)C(=O)Nc1ccc2ccccc2c1	.	1%	3%
Cc1cccc(NC(=O)COC(=O)c2ccc([N+](=O)[O-])o2)c1C	-9%	0%	-2%
CCc1ccc(NSc2ccccc2[N+](=O)[O-])cc1	?	8%	11%
O=C(c1cc2c(=O)n3ccccc3nc2s1)N1CCc2ccccc2C1	.	?	3%
CCn1cc(S(=O)(=O)c2cccc(C)c2)c(=O)c2cc(F)c(N3CCN(c4ccccc4)CC3)cc21	?	.	-2%
Cc1ccc(OCCN2C(=O)C(=O)c3cc(C)ccc32)cc1	?	5%	7%
CCOC(=O)C1=C(C)N(C)C(C)=C(C(=O)OCC)C1c1ccc(C(=O)OC)cc1	15µM*	22%	-1%
CC1(C)Cc2c(sc(NC(=O)C(=O)NCCCN3CCOCC3)c2C(N)=O)CO1	21%	-21%	4%
COc1ccccc1NC(=S)N1CCN(C/C=C/c2ccccc2)CC1	?	-6%	-1%
CCOc1ccc(-n2c(SCC(=O)N3CCc4ccccc43)nnc2-c2c[nH]c3ccccc23)cc1	?	-16%	3%
CCCN1Cc2cccc(C(=O)Nc3ccc(-c4nc5ccccc5[nH]4)cc3)c2C1=O	18µM*	3%	0%
O=C(c1ccoc1)N1CCC2(CC1)Oc1ccc(F)cc1C(=O)C21CC(c2ccccc2)=NO1 (stereo not given)	?	4%	5%
O=C(O)CC(c1cccc2ccccc12)n1cccc1 (stereo not given)	-6%	-6%	-6%
COc1ccccc1NC(=S)NC(=O)C1CC1	-20%	8%	5%
Cc1ccc2c(c1)[nH]c1c(=O)n(CCN3CCNCC3)cnc12	-6%	-1%	1%

Next part, starting with the last four of the part before.
SMILES	DT40 TDP1 no CPT	N370S GC mod	TDP1 block
O=C(c1ccoc1)N1CCC2(CC1)Oc1ccc(F)cc1C(=O)C21CC(c2ccccc2)=NO1 (stereo not given)	?	4%	5%
O=C(O)CC(c1cccc2ccccc12)n1cccc1 (stereo not given)	-6%	-6%	-6%
COc1ccccc1NC(=S)NC(=O)C1CC1	-20%	8%	5%
Cc1ccc2c(c1)[nH]c1c(=O)n(CCN3CCNCC3)cnc12	-6%	-1%	1%
COC(Cn1cc(C)c(=O)[nH]c1=O)OC	7%	7%	4%
O=C(CSc1nc(=O)n(Cc2ccco2)c2c1CCC2)NCc1ccc(F)cc1	-16%	.	0%
CCn1c(CSCc2ccc(Cl)cc2)nnc1SCC(=O)Nc1cccc(C(=O)O)c1	-1%	-26%	5%
Cc1cccc(Nc2cc(C)nc3nc(Cc4ccc(Cl)cc4)nn23)c1	?	.	7%
CCc1ccc(NC(=O)CSCc2nc(N)nc(Nc3ccccc3CC)n2)cc1	?	?	5%
COc1ccc(S(=O)(=O)N2C3CCC2CC(NC(=O)NC2CCCCC2)C3)cc1 (stereo not given)	?	-1%	4%
Cc1cc(S(=O)(=O)C(CNC(=O)COc2ccccc2)c2cccs2)ccc1F (stereo not given)	-10%	.	1%
Cc1c(NC(=O)C(C)Oc2ccc(Br)cc2)c(=O)n(-c2ccccc2)n1C (stereo not given)	-11%	.	1%
CCOC(=O)c1c(C)oc2cc(Br)c(OC(C)C(=O)OCC)cc12 (stereo not given)	?	1%[2.35 µM]	.
Cn1c(SCC(=O)N2CCN(c3cccc(Cl)c3)CC2)nnc1-c1ccncc1	-26%	19%	-6%
CCOc1ccccc1NC(=O)CSc1c(C)cnc2c1c(=O)n(C)c(=O)n2C	?	.	-8%
O=C(NCCCN1CCCC1=O)C1CCN(S(=O)(=O)c2ccc(F)cc2)CC1	2%	.	0%
O=C(NC12CC3CC(CC(C3)C1)C2)c1ccc(COc2ccc(Cl)cc2[N+](=O)[O-])o1	?	25%	6%
NCCn1c(-c2ccccc2)cc(C(=O)O)c1-c1ccccc1F	-2%	-15%	3%
CC(=O)Nc1ccc(C(=O)Nc2ccc3c(c2)N(C2CCCC2)C(=O)c2ccccc2S3)cc1	16µM*	.	8%
CC(Sc1nnnn1C)C(=O)NC1CCCc2ccccc21 (stereo not given)	7%	7%	3%
COc1ccc(CC(=O)Nc2cc(C)ccc2O)cc1OC	-25%	-1%	4%
O=C(COC(=O)c1ccc(Br)o1)Nc1cccc(S(=O)(=O)N2CCCCCC2)c1	-23%	?	3%
Cc1ccc2nc(N3CCN(c4ccccc4F)CC3)c(C=O)c(=O)n2c1	10%	17%	5%
Cc1ccccc1-n1c(/C=C/c2c(C)n(C)c3ccccc23)nc2ccccc2c1=O	8.2µM*	.	-12%[12.3 µM]
